M. tuberculosis GlmU = inhibition of mycobacterial GlmU enzyme – biochemical, glucosamine-1-phosphate acetyltransferase (AID 1376); Bifunctional protein GlmU (Mycobacterium tuberculosis (strain ATCC 25618 / H37Rv)); M. tuberculosis GlmU acetyltransferase enzyme assay; higher % means a stronger effect; inhibition, %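 (tested at 30 µM in the primary screen)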, or IC50 in µM where a hit was titrated; 220,000 compounds, 0.25% hits; in the data active = inhibition above about 13%; inconclusive = no clear call, values can overlap the other calls;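 also: 0% = complete reaction with vehicle and 100% = reaction without substrate; strong numbers were not always called active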
Mtb RmlCD inh = M. tuberculosis RmlC/RmlD coupled enzyme inhibitors, primary screen, biochemical, compound mixtures, 384-well, from 1536-well plates; dTDP-4-dehydrorhamnose reductase (Mycobacterium tuberculosis (strain ATCC 25618 / H37Rv)) …; inhibition, % at 3.6 µM; RmlC+RmlD coupled enzyme assay, percent inhibition; primary screen in compound mixtures; 160,000 compounds, 0.03% hits; in the data active = inhibition mostly above about 34%, no sharp cut-off; inconclusive = no clear call, values can overlap the other calls; inactive = mostly below about 22%; also: some results filed as inactive read as strong as hits
Target sequence (P9WH09 whole entry, looked up): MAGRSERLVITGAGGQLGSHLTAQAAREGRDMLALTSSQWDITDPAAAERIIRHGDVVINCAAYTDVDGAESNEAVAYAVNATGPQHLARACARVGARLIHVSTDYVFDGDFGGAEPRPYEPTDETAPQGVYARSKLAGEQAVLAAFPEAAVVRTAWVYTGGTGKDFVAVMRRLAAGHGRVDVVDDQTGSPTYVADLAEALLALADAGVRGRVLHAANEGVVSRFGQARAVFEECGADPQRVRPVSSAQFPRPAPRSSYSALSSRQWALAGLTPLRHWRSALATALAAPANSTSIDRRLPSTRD
Target sequence (P9WH11 whole entry, looked up): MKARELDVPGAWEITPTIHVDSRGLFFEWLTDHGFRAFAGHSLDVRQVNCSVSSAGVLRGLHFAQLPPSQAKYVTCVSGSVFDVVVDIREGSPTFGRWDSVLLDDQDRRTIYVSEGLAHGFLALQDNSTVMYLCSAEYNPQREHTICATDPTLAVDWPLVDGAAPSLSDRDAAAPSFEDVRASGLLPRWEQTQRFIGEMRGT
An asterisk follows results filed as active; ? = inconclusive; . = not tested or not shown.

SMILES	M. tuberculosis GlmU	Mtb RmlCD inh
CCCCN(C)CCCNC(=O)CCn1nc(-c2ccccc2)ccc1=O	.	3.6
Cc1ccc(C)c(N2CCN(CCCNC(=O)Cn3cc4c(n3)CCC(C)C4)CC2)c1 (stereo unspecified)	.	-5.3
O=c1[nH]nc2c3ccccc3cnn12	-4.8%	-12.4
Cc1ccc(C(=O)N2CCN(C(=O)CN3CCCC3)C2)cc1	-0.6%	.
CN1CCN(Cc2oc(CO)cc(=O)c2O)CC1	2.2%	.
CCCCC(=O)NC(NC(=O)CCCC)c1ccc(OCCC)c(OC)c1	0.1%	.
CCCCc1ccc(NC(=S)NCc2cccc(OC)c2)cc1	1.8%	-3.3
COC(=O)c1cc(NS(=O)(=O)c2ccc(NC(C)=O)cc2)cc(C(=O)OC)c1	5.3%	-6.4
O=C(CN1CCOCC1)NN=C1CCCCCCCCCCC1	2.5%	6.4
COc1ccccc1C(=O)NC(CCSC)C(=O)NC1CCCCCC1 (stereo unspecified)	3.1%	10.9
CN(C)S(=O)(=O)Oc1ccsc1C(=O)Nc1cccc(Cl)c1	-0.8%	.
O=C(O)CCc1nn2c3ccccc3n(CC(=O)c3ccccc3)c2nc1=O	-0.7%	106.1
O=C(Cn1cnc2c(oc3ccccc32)c1=O)NCc1ccccc1	1.2%	8.5
CCn1c(NCc2ccco2)nc2c1c(=O)n(C)c(=O)n2C	-0.5%	.
O=C1/C(=C\c2ccc(-c3ccccc3Cl)o2)SC(=S)N1CC1CCCO1 (stereo unspecified)	7.3%	11.9
Cc1ccc(C(=O)N/C(=C\c2ccc(Br)cc2)c2nc(=S)[nH][nH]2)cc1	-1.8%	3.0
NS(=O)(=O)c1cccc(NC(=O)CSc2nn(-c3ccccc3)c(=S)s2)c1	-0.2%	.
COc1cc(NC(=S)NCc2ccc(S(N)(=O)=O)cc2)c(OC)cc1Cl	-0.5%	-8.4
Cc1nc(C(F)(F)F)nc(Nc2ccc(Br)cc2)c1C#N	-1.8%	-6.2
CCSC1=C(C#N)C(c2ccc(F)cc2)CC(=O)N1 (stereo unspecified)	-0.7%	12.8
N#Cc1ccc(N2CCOCC2)nc1	2.4%	-10.0
CCOc1cc(/C=C2/NC(=O)NC2=O)cc(Br)c1OCc1ccc(C(=O)O)cc1	-1.3%	1.4
COc1ccc(Nc2nc3ccccc3n3cnnc23)cc1	4.0%	7.1
COc1cc(/C=N/O)c(Br)cc1OCC(=O)Nc1ccccc1C	-0.3%	11.3
c1ccc2c(Nc3nc(-c4ccncc4)nc4ccccc34)cccc2c1	-6.5%	-2.8
Cc1ccc(C2=C/C(=C/c3cccnc3)C(=O)O2)c(C)c1	6.4%	1.4
Cc1cc(C)c(C#N)c(N2CCN(Cc3ccccc3)CC2)n1	2.8%	45.4
CCOC(=O)C1(C)/C(=N/Nc2cccc(Cl)c2)C(=O)C(=O)N1c1ccccc1 (stereo unspecified)	-2.3%	.
Cc1cc(OCC(=O)Nc2ccc(OCc3ccccc3)cc2)nc(C(C)C)n1	1.1%	.
Cc1ccc(-c2nn(-c3ccccc3)cc2/C=C/C(=O)O)o1	-4.2%	-7.0
CC1(c2ccccc2)CC(C)(C)N2C(=O)Cc3cccc1c32 (stereo unspecified)	2.6%	-5.0
CC(C)c1nc(C(=O)N2CCCC(CCC(=O)N(C)CCc3ccccn3)C2)cs1 (stereo unspecified)	-1.8%	-7.9
CC(C)OP(=O)(c1ccc(N(C)C)cc1)C(O)c1ccncc1 (stereo unspecified)	-1.7%	0.2
Cc1cc(=O)[nH]c(SCC(=O)N2c3ccccc3CC2C)n1 (stereo unspecified)	-2.8%	11.4
COc1cc(SC)ccc1C(=O)NCCOc1ccccc1Cl	4.3%	.
O=[N+]([O-])c1ccccc1NCc1ccccc1Cl	-3.3%	7.7
N#CC(C(=O)NCc1ccccc1)c1nc2ccccc2nc1N1CCCC1 (stereo unspecified)	-1.5%	3.9
O=[N+]([O-])c1ccc(-c2n(-c3ccccn3)c3ccccc3[n+]2-c2ccccn2)cc1	-1.0%	.
Cc1ccc(S(=O)(=O)Nc2ccc3oc(=O)sc3c2)c(C)c1	6.9%	4.9
Cc1ccc(NC(=O)CN2CCCN(S(=O)(=O)c3ccc(Br)s3)CC2)cc1	3.0%	-3.9
Cc1c(NC(=O)c2ccc(S(=O)(=O)N3CC(C)OC(C)C3)cc2)c(=O)n(-c2ccccc2)n1C (stereo unspecified)	-5.7%	23.3
CCCCCCCCCCCCCCCC[n+]1cccc2ccccc21	-11.5%	6.8
COc1ccc(Cn2c(=O)[nH]c3cc(C(=O)NCCCN4CCCCC4)ccc3c2=O)cc1	-2.5%	1.1
COCCNC(=S)c1ccc(Br)cc1	4.6%	2.9
O=C(Nc1ccccc1)c1cc2ccccc2o1	8.3%	.
Cc1cc(CSc2ccccc2)ccc1NC(=O)c1ccc(CN2CCOCC2)cc1	1.5%	8.8
C=CCNC(=O)c1cccn1-c1ccsc1C(=O)OC	5.6%	.
c1ccc2c(-n3cnnn3)cccc2c1	4.8%	0.0
O=C(Nc1ccc(F)cc1F)N1CCN(CCc2ccccc2)CC1	0.8%	1.1
CC(=O)c1cc2c(O)c(O)ccc2o1	1.2%	4.2
C=CCn1c(SCc2nc3sc4c(c3c(=O)[nH]2)CCCC4)nc2ccccc2c1=O	2.7%	3.9
Cc1cc(C)c(S(=O)(=O)Nc2ccc[nH]c2=O)c(C)c1	9.6%	.
NS(=O)(=O)c1cccc(-n2cnnn2)c1	0.5%	-4.6
O=C(C[n+]1ccc(/C=N/O)cc1)NCc1ccccc1	4.7%	5.1
Cc1cc(C)n(CCc2nc(-c3ccc(F)cc3)cs2)n1	-0.6%	.
NC(=O)c1ccc(NC(=O)COC(=O)C(Cc2ccccc2)NC(=O)c2ccccc2)cc1 (stereo unspecified)	0.7%	-14.1
CNC(=S)NNS(=O)(=O)c1ccc(OC)cc1OC	2.0%	.
O=C(CC1(O)C(=O)Nc2ccccc21)c1cccnc1 (stereo unspecified)	-3.5%	.
O=C(N/N=C/c1cccc(NC(=O)c2ccc(Cl)cc2)c1)c1ccc(O)cc1	2.8%	5.2
COc1ccc(-n2c(O)c(C(C)=NC3CC3)c(=O)[nH]c2=O)cc1	-5.4%	15.5

(more compounds)
SMILES	M. tuberculosis GlmU	Mtb RmlCD inh
COc1ccc(/C=C2\CCn3c2nc2cc(C(=O)O)ccc2c3=O)cc1OC	-1.8%	10.7
CN1CCN(C2=NC(=O)/C(=C/c3ccccc3OS(=O)(=O)c3ccccc3)S2)CC1	3.8%	-14.9
O=C(Nc1ccccc1Cl)O/N=C(/c1ccccc1)c1ccccn1	2.1%	?
CC(C)c1ccc2[nH]c(O)c(N=NC(=O)c3cccc(S(=O)(=O)N4CCCCC4)c3)c2c1	-0.4%	4.6
CC/C(=N\NC(=S)NC(C)C)c1ccc(OC(F)F)cc1	3.0%	-4.7
CC1CCN(C(=O)c2[nH]cnc2C(=O)N[C@@H](C)C(=O)OC(C)(C)C)CC1	-2.5%	.
CCC(Sc1nc2ccccc2c(=O)n1CCN1CCOCC1)C(=O)NCc1cccnc1 (stereo unspecified)	-3.0%	.
Cc1ccc(Nc2ccccc2)cc1	0.7%	.
O=S(=O)(c1ccccc1)c1ccc(C(F)(F)F)cn1	2.1%	-6.4
COc1ccc(/C=N/NC(=O)c2ccncc2)cc1CN1CCN(c2ccc(F)cc2)CC1	-2.6%	-9.8
O=C(CSc1nnc(-c2ccco2)o1)NC(=O)C1COc2ccccc2O1 (stereo unspecified)	-2.3%	.
CSc1cc(N2CCOCC2)nc(-c2ccccc2Cl)n1	0.6%	-12.9
CC(C)(C)NC(=O)CSc1nc(O)cc(=O)[nH]1	1.4%	.
CCOC(=O)c1c(NC(=O)C(Sc2ccccc2)c2ccccc2)sc(C(=O)N(C)C)c1C (stereo unspecified)	1.1%	-5.1
CN(C)C(CNC(=S)Nc1ccc(Cl)cc1)c1cccnc1 (stereo unspecified)	4.3%	24.1
O=C(NCCN1CCOCC1)C1CCC(CNS(=O)(=O)c2ccccc2)CC1 (stereo unspecified)	-1.9%	9.2
COC(=O)C1=C(C)Nc2c(c(=O)n(C)c(=O)n2C)C1c1cccs1 (stereo unspecified)	1.1%	.
CC1(C)CC(=O)C2=C(C1)N=C1SCCC(=O)N1C2c1ccccc1 (stereo unspecified)	5.7%	.
CCOC(=O)c1c(NC(=O)C(c2ccccc2)c2ccccc2)sc2c1C1CCN2CC1	-4.1%	7.5
CCn1cc(C(=O)NC(C)C23CC4CC(CC(C4)C2)C3)cn1 (stereo unspecified)	-0.9%	-5.9
CN(C)C(=O)c1nc2ccc(Cl)cn2c1CN1CCCC(OCc2ccccc2)C1 (stereo unspecified)	-2.6%	.
CCN(C(=O)CSc1nnc(Nc2cccc(C)c2C)s1)C1CCS(=O)(=O)C1 (stereo unspecified)	5.2%	7.6
Cc1ccc(N=Cc2cc(Cc3ccccc3Cl)cc([N+](=O)[O-])c2O)c(O)c1	5.0%	-10.8
Cc1cccc(NC(=O)C2CCN(c3nc(C)cc(C)n3)CC2)c1	0.8%	.
O=C1NC(=S)N/C1=C\c1cccnc1	-6.1%	4.5
CCOC(=O)N1C=CC(C)=C[C@@H]2[C@@H](N3C(=O)c4ccccc4C3=O)C(=O)N21	-4.9%	0.0
COc1ccc(NC(=O)c2cc3c(=O)n4ccccc4nc3n2C)c(OC)c1	3.9%	-8.5
Nc1cc[n+](CC(=O)c2ccc3c(c2)OCCO3)cc1	1.9%	9.4
Cc1ccc(CSc2nnc(C)c(=O)n2N)cc1	-2.6%	3.9
CC(=O)c1ccc(N2CCN(C(=O)c3cc(-c4ccc5c(c4)OCO5)nc4ccccc34)CC2)cc1	-0.6%	-3.2
O=C(OCC(=O)c1cccs1)c1ccc(NC(=O)c2ccco2)cc1	6.6%	-8.4
O=c1[nH]c(O)c(C=Nc2ccccc2[N+](=O)[O-])c(=O)[nH]1	-3.6%	12.0
Cc1cccc(Cc2c(C)nc3nc(SCC(=O)NCc4ccco4)nn3c2C)c1	-5.3%	.
O=C(O)/C=C/c1ccc2noc(-c3ccccc3)c2c1	-3.0%	.
O=C1c2cccnc2Nc2ccccc2N1CCCF	3.1%	34.0
Cc1ccc(/C=C2/SC(=O)NC2=S)o1	170µM*	-2.2

Of the compounds above, two have a CF3 group.
SMILES	M. tuberculosis GlmU	Mtb RmlCD inh
Cc1nc(C(F)(F)F)nc(Nc2ccc(Br)cc2)c1C#N	-1.8%	-6.2
O=S(=O)(c1ccccc1)c1ccc(C(F)(F)F)cn1	2.1%	-6.4

(list continues)
SMILES	M. tuberculosis GlmU	Mtb RmlCD inh
CN(C)S(=O)(=O)c1ccc2nnn(OCC(=O)NC34CC5CC(CC(C5)C3)C4)c2c1	-1.0%	13.9
CCOC(=O)c1c(C)oc2cc(Br)c(OC)cc12	-0.3%	-0.6
Cc1nnc(SCC(=O)Nc2ncc(Cc3ccc(F)cc3)s2)n1N	0.6%	63.2
C=CCN(CC=C)S(=O)(=O)c1ccc(NC(=S)NC(=O)Cc2ccc(OC)cc2)cc1	-3.3%	.
COc1ccc(/C=N/NC(=O)CSCc2ccc([N+](=O)[O-])cc2)cc1OC	0.9%	.
C=CCN1C(=O)/C(=C\c2cc(Br)c(OCc3ccccn3)c(OC)c2)SC1=S	-1.6%	9.2
COc1cccc(Cn2c(=O)c3[nH]cnc3n(-c3ccccc3C)c2=O)c1	-2.3%	10.5
CC(C)c1cc(C(C)C)c(S(=O)(=O)N2c3ccccc3[C@@]3(Br)C[C@H]4C(=O)N[C@@H](Cc5ccccc5)C(=O)N4[C@@H]23)c(C(C)C)c1	1.6%	.
COc1ccc2c(OC)c3ccoc3nc2c1OC	-6.1%	3.8
CS(=O)(=O)n1nc(-c2ccc(Cl)cc2)nc1SCc1ccccc1	0.4%	.
COc1cccc(NC(=S)N(Cc2cccc(Br)c2)CC2CCC(C(=O)O)CC2)c1 (stereo unspecified)	6.2%	.
Cc1cc(C)c2ccc(=S)[nH]c2n1	6.7%	20.0
COc1ccc(/C=C2/SC(=S)N(CCCC(=O)Nc3ccc(O)cc3)C2=O)cc1	2.6%	-9.6
COc1cc(/C=C(/NC(=O)c2ccccc2)C(=O)Nc2cccc(O)c2)c([N+](=O)[O-])cc1OC	.	0.9
COc1ccc(N(CC(=O)NCc2ccncc2)S(=O)(=O)c2ccccc2[N+](=O)[O-])c(OC)c1	-4.7%	-5.0
O=C(NCC1CCCO1)C1CCN(C2CCN(C3CCCCCC3)CC2)CC1 (stereo unspecified)	2.6%	6.9
CC(=O)c1c(N2CCOCC2)nc(=O)n(-c2ccccc2)c1C	6.8%	.
Cc1ccc(NC(=O)OCCNC(=O)OC(C)C)cc1	-3.8%	8.4
CN1C(=O)C2(NC(=O)c3ccccc3N2C)c2ccccc21 (stereo unspecified)	-0.3%	.

Whole records, looked up by structure. Order of values: M. tuberculosis GlmU | Mtb RmlCD inh
`COc1ccc(/C=C2/SC(=S)N(CCCC(=O)Nc3ccc(O)cc3)C2=O)cc1` reads 2.6% | -9.6
`CC(=O)c1c(N2CCOCC2)nc(=O)n(-c2ccccc2)c1C` reads 6.8% | .
`CN1C(=O)C2(NC(=O)c3ccccc3N2C)c2ccccc21` (stereo unspecified) reads -0.3% | .
`COc1ccc(N(CC(=O)NCc2ccncc2)S(=O)(=O)c2ccccc2[N+](=O)[O-])c(OC)c1` reads -4.7% | -5.0
`COc1cc(/C=C(/NC(=O)c2ccccc2)C(=O)Nc2cccc(O)c2)c([N+](=O)[O-])cc1OC` reads . | 0.9

An excerpt; count on the stated rates, not on these rows.
